# NS5 inhibitors = Dengue-2 NS5 methyltransferase inhibitors, primary screen, biochemical, confirmation dose response (AID 588689). Genome polyprotein (Dengue virus type 2 (strain 16681-PDK53)). Dengue-2 NS5 methyltransferase capping enzyme assay, biochemical; higher % means a stronger effect. inhibition, % at 25 µM; hits with a dose series show IC50 in µM. hit rate 0.3% among 340,000; in the data active means a potency from the dose series
# NS5 inhibitors pilot replicate = further read-out of NS5 inhibitors, marked with its call; inhibition, %; measured here: pilot screen replicate inhibition
# An asterisk follows results filed as active. The list is partial. The share of hits here may be higher or lower than overall.
SMILES,NS5 inhibitors,others
Cc1ccc(S(=O)(=O)N2CCCCC2)cc1NC(=O)C1CC(=O)N(Cc2ccco2)C1 (stereo unspecified),5.9%,
Cc1ccc(C(=O)C2CC2)c(C)c1,2.3%,
Cc1noc(C)c1COc1ccccc1C(=O)NC(C)CCc1ccccc1 (stereo unspecified),-9.4%,
COc1cc2nc(N(CCCN(C)C)C(=O)c3ccc(S(=O)(=O)N4CCc5ccccc54)cc3)sc2cc1OC,2.9%,
CCOC(=O)C1CCN(C(=O)c2ccc(S(=O)(=O)Nc3ccccc3OC)cc2)CC1,-8.0%,
COc1ccc(NC(=O)C[C@H]2C(=O)N(c3ccc(OC)cc3)C[C@@H]2CSC)cc1,3.3%,
COCOCCn1cc(CN2CCS(=O)(=O)N(Cc3ccc(-c4ccccc4)cc3)C(C(C)C)C2=O)nn1 (stereo unspecified),0.0%,
CC(C)NC(=O)[C@]1(C)CCC[C@@]2(C)C3CC[C@@]4(C)C[C@]3(CCC21)CC4=O (stereo partly specified),-2.8%,
CCN(C[C@H]1N[C@@](CC)(C(=O)OC)[C@H]2C(=O)N(C)C(=O)[C@@H]12)C(=O)c1ccc(F)cc1,-6.9%,NS5 inhibitors pilot replicate=-5.4
CCOc1ccc(C2OCCC(C)O2)cc1OC (stereo unspecified),3.1%,
CCCCn1c(N)c(N(CC(C)C)C(=O)Cn2c(=O)cnc3ccccc32)c(=O)[nH]c1=O,2.2%,
CC[C@@]1(C(=O)OC)N[C@H](CN(C)S(=O)(=O)c2ccc(-c3ccccc3)cc2)[C@@H]2C(=O)N(C)C(=O)[C@@H]21,-4.6%,
CC1(C)NC(=O)N(CCCC(=O)Nc2ccc(C(F)(F)F)cc2)C1=O,-2.6%,
O=C(CSc1nc(-c2cccs2)nc2ccccc12)NC1CCS(=O)(=O)C1 (stereo unspecified),-2.6%,
O=C(CCC(=O)N1CCN(S(=O)(=O)c2ccc([N+](=O)[O-])cc2)CC1)N1CCOCC1,8.5%,
Cc1cc(SCC(=O)NC2(C#N)CCCCC2)nc2c(C)cccc12,-5.2%,
COc1ccc(CN(C)C(=O)C2CSC3(C)CCC(=O)N23)cc1 (stereo unspecified),-3.6%,
CN(C(=O)c1cccc(NC(=O)Cc2ccc(NC(=O)C3CCN(C(=O)C4CCC4)CC3)cc2)c1)C1CC1,-0.7%,NS5 inhibitors pilot replicate=0.9
Cc1nc(SCC(=O)Nc2ccc(CN3CCCC3)cc2)c2c(C)c(C)sc2n1,-7.4%,
C[C@H](CO)N1C[C@H](C)[C@@H](CN(C)S(C)(=O)=O)Oc2ccc(NC(=O)C3CCCCC3)cc2C1=O,3.2%,
CC(C)c1cccc(-c2ccc3c(c2)S(=O)(=O)c2cccc(C(=O)NC4CCCC4)c2C3=O)c1,-4.9%,
CN(C)c1ccc(C=Cc2ccnc3c(O)cccc23)cc1,16.1%,
O=C(Cn1ccnc1[N+](=O)[O-])NCc1ccccc1,-1.5%,
CN(CC(=O)Nc1ccc(F)c(F)c1F)C(=O)C1(c2ccccc2)CC1,0.6%,
CS(=O)(=O)c1ccc(Cl)c(NC(=O)COC(=O)C23CC4CC(CC(C4)C2)C3)c1,-5.4%,
C[C@H](NC(=O)c1ccco1)C(=O)NCc1cccs1,-6.1%,
CC(C)c1ccc(NC(=O)COC(=O)c2cc(=O)[nH]c3ccccc23)cc1,-6.2%,
O=C(Cn1cc(F)c(=O)[nH]c1=O)c1ccco1,3.4%,
NS(=O)(=O)c1ccc(CCNC(=O)c2ccc3c(=O)n4c(nc3c2)CCCCC4)cc1,0.4%,
CN(C(=O)C1CCCCC1)C1(C)CCS(=O)(=O)C1 (stereo unspecified),-7.4%,
O=C(NCc1ccc2c(c1)OCO2)c1c(-c2ccsc2)sc2ccccc12,-1.7%,
CC(C)N(C(=O)[C@H]1C[C@H](CC(=O)NCc2ccco2)C(=O)N2CCc3c([nH]c4ccc(Cl)cc34)[C@]12C)C(C)C,-2.6%,NS5 inhibitors pilot replicate=-2.1
CCN1C[C@@H]2[C@@H]3C(=O)N(C)C(=O)[C@@H]3[C@](C)(C1=O)N2C(=O)c1ccc(Cl)c(Cl)c1,-1.6%,
Cc1cc(C(=O)NCC(=O)Nc2c(C)cccc2C)c2ccccc2n1,5.6%,
Cc1ccc(S(=O)(=O)CCC(=O)OCC(=O)NC(=O)c2ccccc2)cc1,-0.7%,
CC(=O)c1ccc(S(=O)(=O)NC2CC(=O)N(c3ccc(Cl)cc3)C2)cc1 (stereo unspecified),-8.1%,
COc1cc(CC(=O)OCC(=O)c2c[nH]c3ccccc23)cc(OC)c1OC,-4.1%,
Cc1c(NC(=O)C(C)OC(=O)CCOc2ccccc2)c(=O)n(-c2ccccc2)n1C (stereo unspecified),2.2%,
O=C(COc1ccc([N+](=O)[O-])cc1)NCC(c1cccs1)N1CCOCC1 (stereo unspecified),4.3%,
CNC[C@H]1Oc2c(NC(=O)c3ccc(-c4nccs4)cc3)cccc2C(=O)N([C@@H](C)CO)C[C@@H]1C,-8.0%,
COc1ccc(N2CCN(C(=O)COC(=O)Cc3ccc(F)cc3)CC2)cc1,0.7%,
CCN(CC(=O)Nc1c(F)cccc1F)C(=O)COc1ccc2c(c1)CCC2,-7.4%,
C[C@@H]1CCCCO[C@H](CN(C)Cc2ccc(C(=O)O)cc2)[C@@H](C)CN([C@H](C)CO)C(=O)c2cc(NC(=O)CCC(F)(F)F)ccc2O1,-0.6%,
CC(NC(=O)CCC(=O)c1cccs1)c1ccccc1 (stereo unspecified),-1.5%,
Nc1nc(SCc2ccccc2)c2ncn(C3CCCCC3)c2n1,-3.1%,
COc1cc(/C=C2\SC(=O)NC2=O)ccc1OCC(=O)N1CCOCC1,-5.4%,
CN(C(=O)c1ccc(NC(=O)Cc2cccc(NC(=O)C3CCCN(C(=O)c4ccccc4)C3)c2)cc1)C1CC1 (stereo unspecified),1.3%,
Cc1ccc(S(=O)(=O)CCC(=O)OCC(=O)Nc2cccc(S(=O)(=O)N3CCCCC3)c2)cc1,0.6%,
CC(C)NC(=O)N(C)C[C@@H]1OCc2cnnn2CCCC(=O)N([C@H](C)CO)C[C@H]1C,-3.5%,
CCCCCC(=O)N1C[C@@H](n2cc(C3CC3)nn2)[C@H](O)C[C@@H]1c1ccccc1,-8.5%,
O=C(NCc1ccc(F)cc1)c1ccc(S(=O)(=O)N2CCCC2)cc1,1.1%,
O=C(NNC(=O)c1ccc2ccccc2c1)c1ccc(Cl)cc1,-6.2%,
c1coc(-c2nc3ccccc3s2)c1,-4.8%,
Cc1cc(C(=O)OC(C)C(=O)N2CCc3ccccc32)ccc1[N+](=O)[O-] (stereo unspecified),2.9%,
CC(C)N(C(=O)[C@H]1C[C@H](CC(=O)NC(C)(C)C)C(=O)N2CCc3c([nH]c4cc(-c5ccco5)ccc34)[C@]12C)C(C)C,-8.5%,
CCN1C(=O)CSC1=Nc1ccc(C(=O)OC)cc1,3.9%,
Cc1ccc(NC(=O)COc2ccccc2C#N)cc1S(=O)(=O)N1CCCCCC1,2.3%,
COc1ccc(C(=O)OCC(=O)NCC2CCCO2)c(F)c1 (stereo unspecified),1.1%,
Cc1cccc(NC(=O)CSCC(=O)Nc2cc(Cl)ccc2N2CCOCC2)c1,-2.2%,
NS(=O)(=O)c1cnccc1Oc1cccc(Cl)c1,-2.4%,

# Fetched by compound from the list above:
SMILES,NS5 inhibitors,others
CC(C)NC(=O)N(C)C[C@@H]1OCc2cnnn2CCCC(=O)N([C@H](C)CO)C[C@H]1C,-3.5%,
Cc1cccc(NC(=O)CSCC(=O)Nc2cc(Cl)ccc2N2CCOCC2)c1,-2.2%,
COc1ccc(C(=O)OCC(=O)NCC2CCCO2)c(F)c1 (stereo unspecified),1.1%,
CC(C)N(C(=O)[C@H]1C[C@H](CC(=O)NC(C)(C)C)C(=O)N2CCc3c([nH]c4cc(-c5ccco5)ccc34)[C@]12C)C(C)C,-8.5%,
O=C(NCc1ccc(F)cc1)c1ccc(S(=O)(=O)N2CCCC2)cc1,1.1%,

# (more compounds)
SMILES,NS5 inhibitors,others
CC(C)C(C)NC(=O)CSc1ccc(S(=O)(=O)N2CCOCC2)cn1 (stereo unspecified),-10.9%,
O=C(COC(=O)CNC(=O)c1ccc(Cl)cc1)NC1CCCCCC1,-1.1%,
COC(=O)[C@H]1C[C@H](OC(=O)NCc2ccc(OC)c(OC)c2)[C@@]2(O)CN(S(=O)(=O)c3ccc(C)cc3)CC2[C@H]1C(=O)OC (stereo partly specified),0.0%,
Cc1csc(=O)n1CCC(=O)OCC(=O)Nc1cc(Cl)ccc1[N+](=O)[O-],-5.0%,
O=C(Cc1cccc(NC(=O)C2CCCN(C(=O)C3CCCC3)C2)c1)Nc1ccc(C(=O)N2CCOCC2)cc1 (stereo unspecified),-4.3%,NS5 inhibitors pilot replicate=-2.1
COc1ccc(C2CC(=O)CCN2S(=O)(=O)c2ccc(C)cc2)cc1 (stereo unspecified),2.0%,NS5 inhibitors pilot replicate=1.2
CCOC(=O)C1C(C(=O)OC)=C(C(=O)OC)c2ccccc2N1S(=O)(=O)C(F)(F)F (stereo unspecified),-1.9%,
CC(=O)OC1CCC2(C)C3=CCC4(C)C(C(C)=O)=CCC4C3CCC2C1 (stereo unspecified),0.0%,
Cc1csc2nc(O)c(C(=O)NCCC3=CCCCC3)c(=O)n12,1.5%,
Cc1cc(C)c(NC(=O)Nc2ccccc2)c(C)n1,-22.7%,
O=C(COC(=O)c1cc([N+](=O)[O-])ccc1N1CCOCC1)c1ccc(F)cc1,-3.1%,
O=C(NNC(=O)c1ccc(Cl)nc1)c1ccncc1,-3.8%,
Cc1cc(OCCCC(=O)NCCc2nnc3ccccn23)ccc1Cl,-2.9%,
CCOC(=O)[C@H]1[C@H]2COc3ccc(Br)cc3[C@@H]2N2C(=O)CN(CC3CCCO3)C(=O)[C@@]12C (stereo partly specified),4.5%,
CCOC(=O)[C@H]1[C@H]2COc3ccc(Br)cc3[C@@H]2N2C(=O)CN(C)C(=O)[C@@]12C,-3.3%,
Cc1ccc(CNC(=O)CN2c3cccc4cccc(c34)S2(=O)=O)cc1,9.3%,
CCOc1ccccc1N1CCN(C(=O)c2ccccc2OCc2c(C)noc2C)CC1,1.5%,
Cc1cc(C)nc(SCC(=O)NCC2COc3ccccc3O2)n1 (stereo unspecified),-8.0%,
CC1CCCCC12NC(=O)N(CC(=O)N1CCc3ccccc3C1)C2=O (stereo unspecified),-7.2%,
CCN(C(=O)Cn1ccc(C(F)(F)F)n1)c1c(N)n(Cc2ccccc2)c(=O)[nH]c1=O,-5.1%,
Cc1ccc(C(=O)N2CCN(c3ccc(C(F)(F)F)cn3)CC2)o1,-6.1%,
Cc1c(NC(=O)C(C)Oc2ccc(Br)cc2Cl)c(=O)n(-c2ccccc2)n1C (stereo unspecified),-6.7%,
CC1(C)CC(=O)C=C(c2ccc(-c3ccccc3)cc2)C1,-2.8%,
CCOc1ccc(NS(=O)(=O)c2cc3c4c(c2)CCN4C(=O)CC3)cc1,9.4%,
Cc1c(S(=O)(=O)N2CCCCC2)c(=O)n(C)c(=O)n1C,-2.2%,
O=C1C=C(c2cc3ccccc3s2)C[C@@H](c2ccc(F)cc2)C1,-7.4%,
Cc1ccc(-c2csc(N3CCC(C(N)=O)CC3)n2)cc1,4.7%,
Cc1ccc(S(=O)(=O)Oc2cccc([N+](=O)[O-])c2)cc1,3.2%,
COc1ccc(C(=O)CC(C(=O)O)c2ccc3c(c2)OCO3)cc1OC (stereo unspecified),-0.6%,
O=C(/C=C/c1ccccc1[N+](=O)[O-])NNC(=O)c1ccncc1,1.5%,
N#Cc1nccc2ccc(OCc3ccc(Br)cc3)cc12,8.6%,
COc1cccc(CC(=O)Nc2ccc3c(c2)OC2(CCCC2)O3)c1,-3.9%,
COc1cc2c(cc1OC)CN(C1CCCN(Cc3cccc(C(C)=O)c3)C1)CC2 (stereo unspecified),0.4%,
O=C(Cc1cccc(NC(=O)C2CCCN(C(=O)C3CC3)C2)c1)Nc1cccc(C(=O)N2CCOCC2)c1 (stereo unspecified),1.3%,
Cc1cc(C(=O)CN2C(=O)C(=O)N(Cc3ccccc3)C2=O)c(C)n1Cc1ccccc1,-11.6%,
O=C(COC(=O)/C=C/c1cccc(F)c1)NC(=O)NC1CCCC1,3.9%,
O=C(COC(=O)c1cc(=O)c2ccccc2o1)Nc1cc(Cl)ccc1Cl,-0.7%,
COc1ccc(NC(=S)N2CCC3CC2c2c(Cl)cccc23)c(OC)c1 (stereo unspecified),5.5%,
c1ccc(CN2CCC(CNc3ncnc4ccccc34)C2)cc1 (stereo unspecified),-7.0%,
COc1ccccc1NC(=O)C(C)OC(=O)C1CC(=O)N(Cc2ccco2)C1 (stereo unspecified),0.0%,
CCN(CC)CCNC(=O)c1ccc(NC(=O)COc2ccc3c(c2)CCC3)cc1,4.1%,
CCCn1c(=O)n(C)c(=O)c2c(SC(C)C(=O)NCC3CCCO3)nc(CC(C)C)nc21 (stereo unspecified),-0.7%,
COC(=O)CN1C(=O)[C@H]2[C@@H](/C=C/c3ccccc3)N3C(=O)CN(Cc4ccc(-c5ccccc5)cc4)C(=O)[C@@]3(C)[C@H]2C1=O,-4.9%,
COc1ccc(S(=O)(=O)N2CCOC23CCN(S(=O)(=O)c2ccc([N+](=O)[O-])cc2)CC3)cc1,4.3%,
CC(=NNc1nc2ccccc2s1)c1ccncn1,-4.2%,
O=C(Cc1ccc(Cl)cc1)OCC(=O)c1ccc[nH]1,-3.0%,
CC1=C(C(=O)Nc2cc(C(=O)NCc3ccccc3)ccc2C)SCCO1,3.4%,

# Gathered by group: the compounds so far with a COOH group
SMILES,NS5 inhibitors,others
C[C@@H]1CCCCO[C@H](CN(C)Cc2ccc(C(=O)O)cc2)[C@@H](C)CN([C@H](C)CO)C(=O)c2cc(NC(=O)CCC(F)(F)F)ccc2O1,-0.6%,
COc1ccc(C(=O)CC(C(=O)O)c2ccc3c(c2)OCO3)cc1OC (stereo unspecified),-0.6%,

# Sorted by count of non-hydrogen atoms (lowest first): some entries from above
SMILES,NS5 inhibitors,others
O=C(Cc1ccc(Cl)cc1)OCC(=O)c1ccc[nH]1,-3.0%,
O=C(COC(=O)c1cc(=O)c2ccccc2o1)Nc1cc(Cl)ccc1Cl,-0.7%,
CCCn1c(=O)n(C)c(=O)c2c(SC(C)C(=O)NCC3CCCO3)nc(CC(C)C)nc21 (stereo unspecified),-0.7%,
COc1ccc(S(=O)(=O)N2CCOC23CCN(S(=O)(=O)c2ccc([N+](=O)[O-])cc2)CC3)cc1,4.3%,
